mIDH1 inhibitor: human IDH1 R132H inhibition; Potency, µM (series often up to 76.6 µM), without a hit: top-dose activity change, negative = inhibition, most hits filed as inhibitors; O75874; 390,000 tested, 0.093% active; IDH1-R132H enzyme, NADPH consumption, diaphorase/resazurin fluorescence; also: potency is read from the fitted curve at half-maximal effect; % is scaled to controls: 0 for no effect and ±100 for the full control effect; nearly all actives have a fitted effect of over 65% in size
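IDH1-R132H (0.5 ug/mL dispensed) in pH 7.5 Tris buffer was preincubated 30 min with compound, then given a substrate mix of 0.016 mM NADPH and 2 mM alpha-KG for 80 min at room temperature; remaining NADPH was read by diaphorase/resazurin fluorescence.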
TrxR1 inh: blocks rat thioredoxin reductase 1 | 390,000 tested, 1% active | Potency, µM (doses to about 114 µM), inactives show top-dose activity change, negative = inhibition, usual class: inhibitors | recombinant rTrxR1, NADPH fluorescence consumption, selenite substrate | O89049; also: potency is read from the fitted curve at half-maximal effect; % is scaled to controls: 0 for no effect and ±100 for the full control effect; nearly all actives have a fitted effect of over 65% in size
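Rat TrxR1 (90 nM in the dispensed reagent) was pre-reduced with 400 uM NADPH for 5 min at room temperature, then incubated with compound for 15 min. After 400 uM selenite was added, NADPH fluorescence (Ex 340/Em 450 nm) was followed for 8 min.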
GRP78 ERSR act: induces the endoplasmic reticulum stress response in human glioma cells. 420,000 tested, 0.02% active. U87-MG GRP78 promoter luciferase reporter, 16 h. Potency, µM, without a hit: top-dose activation, usual class: activators; also: potency is read from the fitted curve at half-maximal effect; series mostly up to about 76 µM; % of control where 0% means no effect; nearly all actives have a fitted effect of over 35% in size
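Stably transfected U87-MG glioma cells carrying a GRP78-based luciferase sensor; 16 h compound incubation. Luminescence end-point read 10 min after Bright-Glo addition at room temperature.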
RGS4 inh: blocks human RGS4-accelerated GTP hydrolysis | 390,000 tested, 0.039% active | Potency, µM (doses to about 114 µM), inactives show at the top dose activity change, negative = inhibition, hits mostly inhibitors | Transcreener GDP fluorescence polarization, RGS4-accelerated GTP hydrolysis | P49798; also: potency is read from the fitted curve at half-maximal effect; % is scaled to controls: 0 for no effect and ±100 for the full control effect; nearly all actives have a fitted effect of over 75% in size; some results filed as inactive show a strong effect at the top dose
Target sequence (P49798 whole entry, looked up): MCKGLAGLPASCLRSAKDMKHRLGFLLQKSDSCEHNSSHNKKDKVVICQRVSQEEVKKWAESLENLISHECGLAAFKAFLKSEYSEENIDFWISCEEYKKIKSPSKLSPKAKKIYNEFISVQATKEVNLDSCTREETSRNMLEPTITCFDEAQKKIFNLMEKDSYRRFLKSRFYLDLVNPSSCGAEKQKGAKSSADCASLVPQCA
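MLSMR compounds (23 nl, pin-transferred) preincubated 10 min at room temperature with a 500nM (2x) first reagent, then RGS4 at 900nM (2x) plus Transcreener GDP mix added; fluorescence polarization (620/688 nm) read before and after 90 min at 30 °C.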
Vif-APOBEC3F blk: inhibitors of Vif-A3F interaction. HeLa A3F-eYFP + Vif (tagged APOBEC3F with the HIV-1 protein that degrades it), YFP fluorescence increase. Potency, µM (titrated, usually from 46.1 µM), for the others: at the top dose activity, negative = active. 390,000 tested, 0.2% active; also: potency is read from the fitted curve at half-maximal effect; % of control where 0% means no effect; nearly all actives have a fitted effect of over 65% in size
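HeLa cells stably expressing Vif plus C-terminally eYFP-tagged A3F were seeded, incubated overnight at 37 deg C, dosed with compound, incubated overnight again at 37 deg C. Yellow fluorescence (Ex 488/Em 500-530) reported blocked Vif-mediated A3F-eYFP degradation.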
Vif-A3G inh: Vif-A3G binding inhibition; Q9HC16; HeLa A3G-eYFP + Vif (tagged APOBEC3G with the HIV-1 protein that degrades it), YFP fluorescence, overnight; Potency, µM (highest dose often 46.1 µM), for the others: top-dose activity, negative = active, most hits filed as inhibitors; 410,000 tested, 0.076% active;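 also: potency is read from the fitted curve at half-maximal effect; % is scaled to controls: 0 for no effect and ±100 for the full control effect; nearly all actives have a fitted effect of over 60% in size; hits raise eYFP signal because A3G escapes Vif-driven loss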
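Read-out is eYFP fluorescence (Ex 488/Em 500-530) from Vif-expressing HeLa A3G-eYFP cells; more signal means A3G escaped Vif-mediated degradation. Cells plated overnight, compound pinned in, incubated overnight at 37 deg C.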
LDHA block: blocks human lactate dehydrogenase A; activity change, % (values are at about 110 or 230 µM); P00338; 480,000 tested, 0.15% active; purified LDHA, NADH/diaphorase-resazurin fluorescence; stronger effect = lower value; in the data active = activity change below about -30%; inconclusive = mostly about -25% to -30%;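 also: plate controls were DMSO wells for no effect and wells without enzyme for full effect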
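LDH5 2 nM; NADH 0.06 mM, pyruvate 0.2 mM; 200 mM Tris pH 7.4, EDTA, Tween-20; 5 min RT. Detection: diaphorase 0.133 mg/mL + resazurin 37 µM, fluorescence ex540/em590 at 0 and 20 min; normalized to enzyme-free and DMSO wells.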
TrxR1 substrate: is turned over as a substrate by rat TrxR1; O89049; purified TrxR1 substrate turnover, NADPH consumption readout; Potency, µM (doses to about 114 µM), without a hit: at the highest dose activity change, negative = substrate turnover; 390,000 tested, 0.01% active; AID 588456; also: potency is read from the fitted curve at half-maximal effect; % is scaled to controls: 0 for no effect and ±100 for the full control effect; nearly all actives have a fitted effect of over 50% in size
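Rat TrxR1, dispensed at 90 nM, was prereduced with 400 uM NADPH (final) for 5 min at ~22 deg C, then incubated with compound 15 min before 400 uM selenite. A first-read NADPH fluorescence drop versus no-compound background flagged substrates.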
USP1 inh: USP1/UAF1 (human) deubiquitinase inhibition; AID 743255; 390,000 tested, 0.23% active; Potency, µM (highest dose often 57.1 µM), for inactives: at the top dose activity change, negative = inhibition, most hits filed as inhibitors; O94782; recombinant USP1/UAF1, Ub-Rhodamine cleavage fluorescence; also: potency is read from the fitted curve at half-maximal effect; % is scaled to controls: 0 for no effect and ±100 for the full control effect; nearly all actives have a fitted effect of over 60% in size; inactives centre near -12
Target sequence (O94782 whole entry, looked up): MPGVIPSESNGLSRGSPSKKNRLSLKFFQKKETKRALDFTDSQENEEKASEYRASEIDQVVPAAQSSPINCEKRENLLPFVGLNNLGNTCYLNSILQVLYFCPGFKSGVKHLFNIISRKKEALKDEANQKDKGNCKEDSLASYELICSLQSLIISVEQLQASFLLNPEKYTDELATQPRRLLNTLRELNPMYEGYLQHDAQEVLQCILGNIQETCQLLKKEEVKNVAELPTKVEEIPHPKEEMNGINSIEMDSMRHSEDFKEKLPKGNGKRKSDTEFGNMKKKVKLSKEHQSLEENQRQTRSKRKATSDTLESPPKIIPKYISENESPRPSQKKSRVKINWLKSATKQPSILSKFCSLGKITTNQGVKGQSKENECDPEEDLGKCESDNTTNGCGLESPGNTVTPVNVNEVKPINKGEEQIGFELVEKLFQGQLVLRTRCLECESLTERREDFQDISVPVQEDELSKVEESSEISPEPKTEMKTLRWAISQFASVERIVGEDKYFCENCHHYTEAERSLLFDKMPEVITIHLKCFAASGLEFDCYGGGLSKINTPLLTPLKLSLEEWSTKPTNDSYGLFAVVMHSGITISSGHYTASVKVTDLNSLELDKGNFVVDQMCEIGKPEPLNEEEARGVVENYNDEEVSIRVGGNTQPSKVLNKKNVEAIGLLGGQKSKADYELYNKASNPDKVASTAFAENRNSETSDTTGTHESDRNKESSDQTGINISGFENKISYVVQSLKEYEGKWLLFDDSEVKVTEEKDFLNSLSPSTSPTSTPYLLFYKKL
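1 nM enzyme complex + cpd, 15 min RT; start with Ub-Rho 150nM final; kinetic fluorescence ex 480/em 540, 6 reads q60 s. Buffer 50mM HEPES pH 7.8, 0.5mM EDTA, 0.1 mg/ml BSA, 1mM TCEP, 0.01% Tween-20.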
* hit, by the source's call; ? = inconclusive; · = no result given; & = joins results of further samples; [ ] = remark or other dose. Unless noted, calls follow the shape of the dose curve; as a rule, active = well fitted curve in the direction sought with a large enough effect; inconclusive = small, poorly fitted or top-dose-only effect, or another doubt; inactive = no such curve, though single readings can be large; an effect the other way counts as inactive or inconclusive. An excerpt (hit frequency here may not be typical).

# | mol | mIDH1 inhibitor | TrxR1 inh | GRP78 ERSR act | RGS4 inh | Vif-APOBEC3F blk | Vif-A3G inh | LDHA block | TrxR1 substrate | USP1 inh
1 | NC(=O)c1nsc(C(=O)N(CC(=O)NC2CCCCC2)c2cccc(F)c2)c1N | 5% | 20% | 4% | 1% | 19% | -3% | -4 | 10% | -4%
2 | COc1ccc(NC(=O)CSc2nnnn2-c2cccc(OC)c2)cc1 | 7% | · | -3% | · | -2% | 0% | -10 | · | -21%
3 | O=C1N/C(=C/c2cccn2-c2ccccc2)C(=O)N1c1cccc(Cl)c1 | 1% | -19% | -1% | 0% | -11% | -3% | -3 | -1% | 1%
4 | CCC(c1nnc(SCC(=O)NCC2CCCO2)n1Cc1ccccc1)N(C)C (stereo not drawn) | 6% | -19% | -6% | -20% | 1% | 0% | -5 | -1% | -14%
5 | COc1ccc(CCNC(=O)c2ccc(Cn3c(SCc4ccccc4)nc4cccnc43)cc2)cc1 | -1% | 44%[activator] | -5% | -33% | -12% | -3% | -1 | 13% | -23%
6 | NC(N)=N/N=C/c1cccc(Cl)c1Cl | 3% | 12%[57.1 µM] | -13% | -2% | 10% | -6% | 3&-11 | 0%[57.1 µM] | -3%
7 | CCc1nnc(NC(=O)CCc2c[nH]c3ccccc23)s1 | 6% | 31%[57.1 µM] | -5% | -12% | -12% | -2% | 2&-10 | 9%[57.1 µM] | -14%
8 | Cc1nc2ccc(NC(=S)NCc3ccccc3)cc2nc1C | 33%[activator] | -33% | 4% | -15% | 7% | 1% | 2 | -5% | -7%
9 | CC(NC(=O)c1ccc(NC2=NC3CS(=O)(=O)CC3S2)cc1)c1ccccc1 (stereo not drawn) | 0% | 6%[57.1 µM] | -4% | 18% | -4% | 2% | -14 | 4%[57.1 µM] | -13%
10 | Cc1c(OCC(=O)N[C@@H](Cc2c[nH]c3ccccc23)C(=O)O)ccc2c1oc(=O)c1ccccc12 | ? | 0% | 1% | -10% | -2% | -5% | -5 | 20% | ?
11 | COC(=O)N(C)C[C@H]1OCc2cnnn2CCCC(=O)N([C@@H](C)CO)C[C@@H]1C | -1% | · | -2% | · | 1% | 1% | -2 | · | -14%
12 | Cc1cccc(NC(=O)c2ccc(NC(=O)CC3SC(N4CCCC4)=NC3=O)cc2)n1 (stereo not drawn) | 1% | -8% | 2% | -29% | -4% | 0% | -2 | -3% | -9%
13 | CCn1ccc(C(=O)N2CCOCC2)n1 | 5% | 16%[57.1 µM] | -1% | -1% | 3% | -6% | -4 | -6%[57.1 µM] | -4%
14 | CC(Sc1nn(-c2ccccc2)c(=S)s1)C(=O)NCC1CCCO1 (stereo not drawn) | 8% | -7% | -1% | -20% | -1% | 0% | -1 | -6% | -22%
15 | CCc1cccc(CC)c1NC(=O)COC(=O)Cc1ccsc1 | 5% | 35% | -2% | ? | 15% | 1% | -15 | 18% | 1%
16 | CCOC(=O)c1c(-c2ccc(C)cc2)csc1/N=C/N(C)C | 19% | 17% | 2% | -95%[56.9 µM] | -1% | -7% | 6 | -3% | -20%
17 | COC(=O)Cc1ccc(NC(=S)N2CCC(Cc3ccccc3)CC2)cc1 | 5% | 17%[2.29 µM] | 1% | -8% | 9% | -3% | 1 | 4%[57.1 µM] | -19%
18 | Cc1ccc2nc(C3CCCN(C(=S)Nc4cccc(C)c4C)C3)[nH]c2c1 (stereo not drawn) | 6% | 16%[57.1 µM] | -1% | 4% | -2% | ? | -20 | 5% | 8%
19 | CN(CC(=O)NCCC1=CCCCC1)S(=O)(=O)c1ccc2c(c1)c(=O)n(C)c(=O)n2C | -1% | -12% | 0% | -5% | 5% | 3% | 1 | -5% | -14%
20 | COc1ccc(NC(=O)c2c(NCc3cccs3)sc3c2CCCCC3)cc1 | 5% | ? | 18% | ? | -9% | -1% | 3 | 0%[57.1 µM] | ?
21 | Cc1ccccc1NC(=O)c1c(NC(=O)Cc2ccccc2)sc2c1CCC2 | -25% | 29% | -3% | -2% | 1% | -8% | -14 | 59%[activator] | 25%
22 | N#C/C(=C\c1cn(Cc2ccccc2)c2ccccc12)C(=O)NCc1ccco1 | 10% | 0% | -3% | -30% | ? | -28% | 0 | -4% | -17%
23 | O=C(Nc1ccc(SC(F)F)cc1)c1cc(-c2ccc3c(c2)OCCO3)on1 | -8% | 35% | -5% | 9% | -4% | -1% | -5 | 8% | -20%
24 | CCN(CC)S(=O)(=O)c1cc(NC(=O)COC(=O)CCC(=O)c2ccc(F)cc2)ccc1C | 1% | -10% | -3% | 3% | -2% | 1% | 1 | -6% | -17%
25 | O=C(Cc1ccccc1)Nc1c(Cl)ccc2nsnc12 | 1% | -1% | -3% | 16% | 4% | 0% | 3 | -2% | -16%
26 | O=C(O)c1ccc(-c2nc3scc(-c4ccccc4)c3c(=O)[nH]2)cc1 | 8% | 14% | 1% | 24% | 22% | 1% | -4 | 0% | -3%
27 | Cc1cc2c3c(c1)C(C)CC(C)(C)N3C(=O)C2=C(C#N)C#N (stereo not drawn) | 6% | -61% | -8% | -17% | -5% | -3% | 19 | -5% | -14%
28 | C=CCNC(=S)NNc1nc2c(c(=O)[nH]1)C1(CCCC1)Cc1ccccc1-2 | -4% | -16% | -1% | -83% | 1% | 2% | -1 | 5% | -16%
29 | CC(=O)NC(Cc1ccccc1F)C(=O)NC1CCN(c2ncccc2[N+](=O)[O-])CC1 (stereo not drawn) | -3% | 5% | 0% | -18%[56.9 µM] | 5% | 5% | -2 | -2% | -18%
30 | CC1(C)Cc2c(sc3nc4n(c(=O)c23)CCC4)CO1 | 3% | ? | 1% | -47% | 3% | 5% | 0 | -6% | -11%
31 | O=C(O)CCC(=O)Nc1ccc(Br)cc1C(=O)c1ccc(Cl)cc1 | 3% | -8% | -4% | 19% | 11% | -12% | -7 | -6% | -2%
32 | COc1ccc(CNC(=O)c2cc3cccc4c3n2CC(C)S4)c(OC)c1 (stereo not drawn) | 17% | 68%[activator] | -6% | 16% | -4% | -11% | -4 | 25% | -32%
33 | C=CCn1c(SCc2ccc(F)cc2)nc2c1c(=O)[nH]c(=O)n2C | -4% | 29% | -1% | -26% | 2% | -2% | 0&11 | 2% | ?
34 | COc1ccc(NC(=O)N(C)C[C@@H]2OCc3cnnn3CCCC(=O)N([C@@H](C)CO)C[C@H]2C)c(OC)c1 | -10% | · | -2% | · | -14% | 2% | 6 | · | 2%
35 | CCOC(=O)c1nnn(-c2nonc2N)c1-c1ccccc1 | 6% | -10%[57.1 µM] | -2% | 21% | 0% | 0% | 5 | 0%[57.1 µM] | -4%
36 | Cc1noc(C)c1C(=O)NC(Cc1c[nH]c2ccccc12)C(=O)O (stereo not drawn) | 5% | -14%[57.1 µM] | -4% | -3% | 4% | -1% | -4 | 5%[2.29 µM] | -12%
37 | O=C1NC(=O)/C(=C\c2ccc(Oc3cnccn3)cc2)S1 | 0% | -1%[57.1 µM] | 3% | -54% | 1% | 5% | -9 | 2%[57.1 µM] | -21%
38 | CCOC(=O)C1CCCN(C(=O)c2cnn3c(C(F)(F)F)cc(-c4ccccc4)nc23)C1 (stereo not drawn) | 7% | 29%[57.1 µM] | -6% | 12% | 0% | 3% | -8 | 14%[57.1 µM] | -5%
39 | CN(CC(=O)Nc1ccc(Cl)c(C(F)(F)F)c1)S(=O)(=O)c1cnc[nH]1 | -2% | · | -2% | · | -1% | 1% | -7 | · | -22%
40 | Cc1ccc(NC2=C/C(=N/S(=O)(=O)c3cccs3)c3ccccc3C2=O)cc1C | 1% | 12% | -1% | 25% | 1% | -6% | 16 | -2% | -7%
41 | COc1ccc(-c2onc(C)c2-c2cscn2)c(O)c1 | 5% | 10%[57.1 µM] | -4% | 15% | -2% | 4% | -3 | 5%[57.1 µM] | ?
42 | O=C1c2cc(O)cc(O)c2C(=O)c2c1cc(O)c([C@@H](CO)CCO)c2O | 0% | -4% | 0% | -7% | 1% | 3% | -13 | -7% | -11%
43 | O=C(c1cnn2c(C(F)F)cc(C3CC3)nc12)N1CCCC1 | -3% | 15% | -2% | 6% | 0% | -3% | -3 | 4%[57.1 µM] | 0%

Complete entries from above. Order of values: mIDH1 inhibitor	TrxR1 inh	GRP78 ERSR act	RGS4 inh	Vif-APOBEC3F blk	Vif-A3G inh	LDHA block	TrxR1 substrate	USP1 inh
Entry for `CC(NC(=O)c1ccc(NC2=NC3CS(=O)(=O)CC3S2)cc1)c1ccccc1` (stereo not drawn) → 0%	6%[57.1 µM]	-4%	18%	-4%	2%	-14	4%[57.1 µM]	-13%
Entry for `CC(Sc1nn(-c2ccccc2)c(=S)s1)C(=O)NCC1CCCO1` (stereo not drawn) → 8%	-7%	-1%	-20%	-1%	0%	-1	-6%	-22%
Entry for `N#C/C(=C\c1cn(Cc2ccccc2)c2ccccc12)C(=O)NCc1ccco1` → 10%	0%	-3%	-30%	?	-28%	0	-4%	-17%
Entry for `Cc1ccccc1NC(=O)c1c(NC(=O)Cc2ccccc2)sc2c1CCC2` → -25%	29%	-3%	-2%	1%	-8%	-14	59%[activator]	25%
Entry for `O=C1NC(=O)/C(=C\c2ccc(Oc3cnccn3)cc2)S1` → 0%	-1%[57.1 µM]	3%	-54%	1%	5%	-9	2%[57.1 µM]	-21%

High-throughput results as filed in PubChem.
